# IL-1B inflam inh: inhibitors of inflammasome signaling (IL-1 beta secretion); THP-1 LPS/ATP IL-1B secretion, AlphaLISA, 16 h; active compounds read low; activity change, % at 57.5 µM; 4.7% of 360,000 active; AID 743279; in the data active means activity change below about -50%; inconclusive means mostly about -30% to -49%; further: on the % scale 0 is the no-effect control and ±100 the full control effect
#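 THP-1 cells pretreated 1 hr with compounds (up to 57.5 uM final), then stimulated with LPS (250 ng/mL final) plus ATP (1.25 mM final); secreted IL-1B measured by AlphaLISA after 16 hr, decreased signal indicating inhibition.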
# MCF10A rerep: inducers of DNA re-replication in MCF 10A breast cells; MCF 10A DNA re-replication, Hoechst nuclear intensity, 48 h; Potency, µM (series often up to 46.1 µM), for inactives: at the highest dose activity, positive = re-replication, actives largely listed as activators; 2.9% of 350,000 active; further: potency means the concentration at half of the fitted maximal effect; % of control where 0% means no effect; nearly all actives have a fitted effect of over 50% in size
# KB-V1 MDR tox: kills drug-selected multidrug resistant KB-V1 cells; KB-V1 MDR cells viability, CellTiter-Glo, 72 h; Potency, µM (doses to about 46.1 µM), inactives show at the top dose activity change, negative = cytotoxicity, actives largely listed as cytotoxic; 3.4% of 400,000 active; further: potency means the concentration at half of the fitted maximal effect; on the % scale 0 is the no-effect control and ±100 the full control effect; nearly all actives have a fitted effect of over 60% in size
#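 Cytotoxicity toward P-gp-expressing KB-V1 cells was determined as loss of CellTiter-Glo luminescence after 72 h at 37 degrees C. Compounds were tested in quantitative HTS format across a concentration range, with curves fitted to normalized data.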
# ATXN2 expr inh: inhibitors of ATXN2 expression; HEK-293 ATXN2-luciferase reporter, luminescence, 24 h; Potency, µM (series often up to 57 µM), for inactives: at the top dose activity change, negative = inhibition, most hits filed as inhibitors; 0.72% of 360,000 active; AID 1745845; further: potency means the concentration at half of the fitted maximal effect; on the % scale 0 is the no-effect control and ±100 the full control effect; nearly all actives have a fitted effect of over 55% in size
#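 ATXN2-luciferase reporter cells (luciferase flanked by upstream and downstream ATXN2 gene portions) were treated 24 h at 37 °C with compounds at up to 57 uM. SteadyGlo luminescence gave expression; GF-AFC fluorescence gave viability.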
# HT1080 IDH1KD tx: kills HT-1080 cells with IDH1 knockdown. HT-1080 IDH1 knockdown viability, ATP luminescence, 48 h. AID 686971. Potency, µM (titrated, usually from 46.1 µM), inactives show at the top dose activity, negative = toxicity, most hits filed as cytotoxic. 2% of 360,000 active;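 further: potency means the concentration at half of the fitted maximal effect; 0% = DMSO wells and -100% = cell-free medium wells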
#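 Luminescent ATP read-out (CellTiter-Glo, 10 min at room temperature) after 48 h compound exposure at 37 °C gave viability of IDH1-knockdown HT-1080 cells. Activity was normalised to DMSO and cell-free wells, then fitted as concentration-response curves.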
# S2 tox: reduces viability in counter-screen for ATXN expression inhibitors. S2 cells (HEK-293 line with an ATXN2-luciferase reporter) viability, CellTiter-Fluor protease fluorescence, 24 h. 0.49% of 400,000 active. AID 651635. Potency, µM (doses to about 56.7 µM), hits mostly cytotoxic; further: potency means the concentration at half of the fitted maximal effect; nearly all actives have a fitted effect of over 40% in size
# KB-3-1 cytotox: KB-3-1 parental cell cytotoxicity. KB-3-1 viability, CellTiter-Glo ATP luminescence, 72 h. Potency, µM (series often up to 46.1 µM), for inactives: at the top dose activity change, negative = cytotoxic, actives largely listed as cytotoxic. 1.4% of 400,000 active. AID 1347075; further: potency means the concentration at half of the fitted maximal effect; on the % scale 0 is the no-effect control and ±100 the full control effect; nearly all actives have a fitted effect of over 60% in size
#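 Multi-concentration cytotoxicity screen in KB-3-1 cells grown in DMEM lacking phenol red with 10% FBS. After 72 h at 37 °C with compound, ATP-dependent luminescence was recorded.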
# HT1080NT lethal: kills 2HG-producing HT-1080-NT fibrosarcoma cells; Potency, µM (highest dose often 46.1 µM), for the others: top-dose activity, negative = less viability, most hits filed as cytotoxic; HT-1080-NT fibrosarcoma viability, CellTiter-Glo ATP luminescence, 48 h; 1.6% of 360,000 active;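 further: NT is the 2HG producing partner of a matched IDH1 knockdown line; potency means the concentration at half of the fitted maximal effect; 0% = DMSO-treated cells and -100% = media-only wells without cells; nearly all actives have a fitted effect of over 55% in size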
#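 Luminescent CellTiter-Glo readout after 48 hours of compound exposure at 37 degrees C defined viability of HT-1080-NT cells. Activity was normalized to DMSO wells and cell-free media wells; concentration-response curves were fitted and assigned curve classes.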
# SW480 rerep: DNA re-replication induction in SW480 cells; SW480 DNA re-replication, Hoechst DNA content imaging, 48 h; 1.8% of 340,000 active; AID 624297; Potency, µM (top dose mostly 46.1 µM), for inactives: at the top dose re-replication activation, actives largely listed as activators; further: potency means the concentration at half of the fitted maximal effect; % of control where 0% means no effect; nearly all actives have a fitted effect of over 55% in size
#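 Quantitative HTS format with DMSO vehicle controls; 48 hr drug incubation at 37 C, then 40 min Hoechst staining and scanning imager measurement at 405 nm excitation.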
# Numbers without * were called inactive; i = inactive; ? = inconclusive; . = no result given; [ ] = remark or other dose. Unless noted, the call rests on the fitted dose curve; in most records, active means well fitted curve in the direction sought with a large enough effect; inconclusive means small, poorly fitted or top-dose-only effect, or another doubt; inactive means no such curve, though single readings can be large; an effect the other way counts as inactive or inconclusive.
SMILES,IL-1B inflam inh,MCF10A rerep,KB-V1 MDR tox,ATXN2 expr inh,HT1080 IDH1KD tx,S2 tox,KB-3-1 cytotox,HT1080NT lethal,SW480 rerep
COC(=O)[C@@]12CCCCN1[C@H](c1ccc(-c3ccc(F)cc3)c(OC)c1)[C@@H]1C(=O)N(C)C(=O)[C@@H]12,-12,2%,-25%,?,-22%,?,?,-24%,?
CCCCN(C(=O)C1CCN(C(=O)c2ccccc2C)CC1)c1c(N)n(CC(C)C)c(=O)[nH]c1=O,-8,8%,10%,5%,-1%,i,10%,-3%,20%
O=C(COC(=O)c1ccc(Cl)s1)c1cc2ccccc2o1,1,-180%[0.0737 µM],28%,1%,9%,i,29%,0%,0%
COc1ccc(NC(=O)c2cc(-c3cc(C)c(C)cc3O)n[nH]2)c(OC)c1,4,?,-6%,-20%,-9%,i,-2%,-3%,13%
CC(=O)c1c(C)[nH]c(C(=O)CN2C(=O)NC(C)(c3ccc4c(c3)OCCO4)C2=O)c1C (stereo not drawn),19,16%,11%,5%,-13%,i,-1%,-7%,-3%
O=C(CNC(=O)c1ccccc1)NCC1COc2ccccc2O1 (stereo not drawn),30,8%,0%,31%,0%,i,0%,-1%,2%
C#CCn1c2ccccc2c(=O)n1C(C)C,-12,.,0%,?,-5%,i,-9%,?,.
CCOC(=O)[C@@H]1[C@H]2COc3ccc(Br)cc3[C@@H]2N2C(=O)N(c3ccccc3)C(=O)[C@]12C,15,-10%,1%,2%,0%,i,2%,0%,0%
COC(=O)[C@H](C)N(Cc1ccc(Cl)c(Cl)c1)S(=O)(=O)CCNC1CCCC1,?,7%,0%,-14%,-27%,i,0%,-25%,?
O=c1[nH]nc(SCc2ccccc2)c(=O)[nH]1,20,-4%,-3%,-10%,-2%,i,-4%,-2%,-5%
O=C1CC(c2cccc(Br)c2)C2=C(CCCC2=O)N1 (stereo not drawn),1,-5%,-26%,-4%,9%,i,-3%,2%,1%
O=C(O)c1cnc(-c2ccccc2)nc1Sc1ccccc1,-2,11%,17%,-7%,1%,i,-1%,-13%,1%
CC(C)=CCC/C(C)=C/COc1c2occc2cc2ccc(=O)oc12,37,3%,17%,-9%,-2%,i,10%,25%,-1%
CN[C@H](CC(=O)O)C(=O)O,6,?,18%,-13%,-2%,i,0%,5%,-2%
O=C1CCc2cc(S(=O)(=O)NCc3ccccc3Cl)ccc2N1,0,-4%,.,1%,-15%,i,.,0%,-3%
CCC(C)(C)n1nnnc1C(c1cc2cc3c(cc2[nH]c1=O)OCO3)N1CCCCC1 (stereo not drawn),?,1%,?,52%[activator],0%,i,3%,-1%,-4%
O=C(COc1ccc2c(c1)CCC2)N1CCN(c2cccc(C(F)(F)F)c2)CC1,11,-8%,1%,.,-3%,i,2%,-5%,0%
CC(Sc1ncnc2sc(-c3ccccc3)cc12)C(N)=O (stereo not drawn),-13,1%,13%,3%,?,i,7%,?,?
CCc1ccc(CNC(=O)C2CC(=O)N(CCc3ccc(C)cc3)C2)cc1 (stereo not drawn),-11,-6%,?,6%,-12%,i,0%,?,-1%
COc1ccc(-c2c(C(C)=O)c(C)nc3sc4c(=O)n(-c5ccc(C)cc5)nnc4c23)cc1,-13,-1%,-36%,-11%,0%,?,10%,2%,-188%[inhibitor]
Cc1onc(-c2ccccc2)c1C(=O)Nc1cccnc1,0,1%,2%,-6%,1%,i,-2%,-1%,-22%
COc1ccc(NC2CCCN(C(=O)c3ccccc3N3CCOCC3)C2)cc1OC (stereo not drawn),14,-1%,-14%,10%,3%,i,-3%,2%,-2%
CCOC(=O)c1ccc(NC(=O)C(C)N2C(=O)c3ccccc3C2=O)cc1 (stereo not drawn),27,-2%,4%,5%,21%,i,10%,0%,-22%
COc1ccccc1/C=C/C(=O)OCC(=O)NCc1ccco1,32,2%,0%,-16%,16%,i,7%,14%,-5%

# 4 entries already listed, ordered by the value under IL-1B inflam inh, ascending:
structure,IL-1B inflam inh,SW480 rerep
CCc1ccc(CNC(=O)C2CC(=O)N(CCc3ccc(C)cc3)C2)cc1 (stereo not drawn),-11,-1%
O=C(COC(=O)c1ccc(Cl)s1)c1cc2ccccc2o1,1,0%
O=C(COc1ccc2c(c1)CCC2)N1CCN(c2cccc(C(F)(F)F)c2)CC1,11,0%
CCOC(=O)c1ccc(NC(=O)C(C)N2C(=O)c3ccccc3C2=O)cc1 (stereo not drawn),27,-22%

# The list continues:
SMILES,IL-1B inflam inh,MCF10A rerep,KB-V1 MDR tox,ATXN2 expr inh,HT1080 IDH1KD tx,S2 tox,KB-3-1 cytotox,HT1080NT lethal,SW480 rerep
COc1ccc(C(=O)C(C)OC(=O)COc2ccccc2)cc1 (stereo not drawn),7,-3%,10%,.,6%,i,3%,4%,-4%
CC(C)Cn1c(=O)c(C(=O)Nc2cnccn2)c(O)c2ccccc21,31,-2%,-3%,-3%,5%,i,2%,1%,3%
CN(Cc1ccccc1)C(=O)CSc1nc(-c2ccc(F)cc2)cc(C(F)(F)F)n1,.,.,?,-18%,.,i,?,.,.
CCCCCc1cccnc1,-6,-10%,-11%,6%,8%,i,-2%,2%,-2%
Cc1nc2cc(-c3cccs3)nn2c(NCC(C)(C)CN(C)C)c1C,-12,2%,-5%,-14%,1%,i,0%,0%,7%
CCS(=O)(=O)N1CCN=C1SCc1cccc(F)c1,-12,1%,?,.,1%,i,2%,8%,9%
O=C(CCS(=O)(=O)c1ccc(Cl)cc1)N1CCCc2ccccc21,-7,22%,?,21%,0%,i,3%,-6%,-3%
CCCCOc1ccc(CC(=O)NCC(=O)O)cc1,13,-1%,-6%,-4%,13%,i,-8%,2%,-2%
COc1ccc(Br)cc1CN1CCCCCCC1,-3,-7%,8%,-10%,-4%[9.24 µM],i,1%,1%,-3%
COC(=O)N/N=C/c1cccnc1,-6,-1%,25%,40%[activator],20%,i,8%,?,-16%
CCCN(CC1CCCO1)C(=O)CCc1nnc(-c2cc(C)on2)o1 (stereo not drawn),17,0%,-13%,17%[11.3 µM],-5%,i,8%,-1%,1%
COc1ccc(OC)c(NC(=O)c2ccccc2N(C)S(=O)(=O)c2ccc(C)cc2)c1,-27,-6%,-26%,-8%,-1%,i,-15%,-3%,?
Cc1nc(NC(=O)CCCC(=O)Nc2nc(C)c(C)s2)sc1C,31,11%,-34%,8%,-9%,i,27%,-6%,-5%
Cc1c(C(=O)N/N=C/c2ccc(N3CCOCC3)cc2)nc2ccccn12,17,3%,21%,3%,-11%,i,-3%,-4%,-3%
CCOc1ccc(NC(=O)CCS(=O)(=O)c2cc3c4c(c2)CCN4C(=O)CC3)cc1,.,.,1%,8%,.,i,6%,.,.
O=C(NCCOc1ccccc1)C(=O)NCC1CCCO1 (stereo not drawn),3,3%,?,17%,14%,i,-5%,0%,-6%
CC1(Cc2cc(Cl)ccc2C(F)(F)F)C(=O)Nc2c(Cl)cccc21 (stereo not drawn),18,.,-2%,-21%,?,i,0%,?,.
COc1ccccc1C=NNC(=O)c1ccncc1,16,-1%,-7%,1%,-6%,i,0%,-10%,2%
CCOC(=O)N1CCC(N2CCCC(CO)(Cc3ccccc3C)C2)CC1 (stereo not drawn),-4,14%,-13%,.,21%,i,0%,0%,8%
O=C(CCN1C(=O)c2ccccc2C1=O)N1CCCCCC1,-14,-4%,5%,-31%,18%,?,-1%,23%,-5%
CC(C)Sc1oc(-c2ccco2)nc1S(=O)(=O)c1ccccc1,-30,2%,-19%,2%,-27%,i,13%,-3%,-28%
COc1ccc(-c2ccc(CCC(=O)O)n2CC(=O)Nc2cccc(OC)c2)cc1,29,-1%,0%,2%,-5%,i,0%,1%,8%
O=C(c1cc2ccccc2o1)N1CCN(c2ncccn2)CC1,57,-5%,-17%,10%,12%,i,7%,14%,1%
Cn1c(=N)n(CC(=O)O)c2ccccc21,26,-1%,-4%,6%,1%,i,-9%,3%,-5%

# Three entries from above, arranged by molecular weight, high to low.
SMILES,IL-1B inflam inh,MCF10A rerep,KB-V1 MDR tox,ATXN2 expr inh,HT1080 IDH1KD tx,S2 tox,KB-3-1 cytotox,HT1080NT lethal,SW480 rerep
CCOC(=O)N1CCC(N2CCCC(CO)(Cc3ccccc3C)C2)CC1 (stereo not drawn),-4,14%,-13%,.,21%,i,0%,0%,8%
O=C(c1cc2ccccc2o1)N1CCN(c2ncccn2)CC1,57,-5%,-17%,10%,12%,i,7%,14%,1%
COc1ccccc1C=NNC(=O)c1ccncc1,16,-1%,-7%,1%,-6%,i,0%,-10%,2%

# Next part:
SMILES,IL-1B inflam inh,MCF10A rerep,KB-V1 MDR tox,ATXN2 expr inh,HT1080 IDH1KD tx,S2 tox,KB-3-1 cytotox,HT1080NT lethal,SW480 rerep
O=C1CC(c2ccc(F)cc2)Cc2nc(NCc3ccco3)ncc21 (stereo not drawn),32,?,0%,-10%,-8%,i,-1%,-3%,0%
Cc1nn(C)cc1/C=N/NC(=O)CSc1ccccn1,5,6%,16%,-3%,5%,i,5%,13%,-7%
O=C(COC(=O)c1c(F)cccc1F)Nc1cccc(S(=O)(=O)N2CCCCC2)c1,14,.,?,.,3%,?,6%,0%,.
CCCn1c(NC(=O)C23CC4CC(CC(O)(C4)C2)C3)nc2ccccc21,0,23%,-1%,-4%,-1%,i,-15%,-18%,-6%
Cc1ccc(S(=O)(=O)NCC(=O)NCC2CCCCC2)cc1C,-8,-3%,2%,1%,6%,?,5%,12%,-17%
CCC(C)(C)n1nnnc1CN(Cc1ccco1)Cc1cc2cc3c(cc2[nH]c1=O)OCO3,?,18%,?,-13%,5%,i,2%,6%,15%
CC(=O)Nc1ccc(S(=O)(=O)NCC2CCC(C(=O)N3CC(C)CC(C)C3)CC2)cc1 (stereo not drawn),8,11%,34%,-28%,-4%,i,-2%,-19%,0%
COc1ccc(-n2nc(C(=O)Nc3ccc(OC)c(OC)c3)c3c4ccccc4n(C)c3c2=O)cc1,93,?,?,39%[activator],0%,i,?,9%,16µM*
O=C(C1CC(=O)N(c2ccc(Cl)cc2)C1)N1CCCCCC1 (stereo not drawn),6,14%,5%,1%,1%,i,-4%,4%,14%

# Source: PubChem BioAssay (National Center for Advancing Translational Sciences (NCATS))
